EBNA-1 inh = blocks EBNA-1 binding to DNA; EBNA-1 DNA binding, fluorescence polarization; inhibition, % at 14.8 µM; actives 0.34% (n = 300,000); in the data active = inhibition above about 28%
CTSL1 counter = blocks F. hepatica cathepsin L1 in PFM18AAP counter-screen; recombinant F. hepatica cathepsin L1, Z-Leu-Arg-MCA fluorescence; inhibition, % at 5.96 µM; actives 0.49% (n = 300,000);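 active = inhibition above the mean of all tested compounds plus 3 SD, set per screening campaign, cut at about 17% in these data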;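 also: 0% = plate median of test compound wells and 100% = 1 µM Z-Phe-Ala-diazomethylketone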
PP1 counter = PP1-alpha (human) inhibition in PP5 counter-screen; inhibition, % at 6.7 µM; actives 0.9% (n = 320,000); P62136; purified PP1alpha, OMFP fluorescence;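 active = inhibition above the mean inhibition of all tested compounds plus 3 SD, computed separately for each screening campaign, cut at about 15% in these data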
Target sequence (P62136 whole entry, looked up): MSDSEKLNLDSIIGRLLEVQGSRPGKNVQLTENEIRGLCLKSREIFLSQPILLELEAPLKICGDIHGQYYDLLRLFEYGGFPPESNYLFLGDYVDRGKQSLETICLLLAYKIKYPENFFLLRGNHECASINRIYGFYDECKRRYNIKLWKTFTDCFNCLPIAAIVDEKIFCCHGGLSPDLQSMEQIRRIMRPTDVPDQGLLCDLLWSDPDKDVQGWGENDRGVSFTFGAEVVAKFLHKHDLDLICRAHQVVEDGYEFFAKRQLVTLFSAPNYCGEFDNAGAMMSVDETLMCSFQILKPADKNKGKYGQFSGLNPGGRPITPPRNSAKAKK
GASC-1 inh = blocks human GASC-1 demethylase activity. Q9H3R0. actives 0.069% (n = 330,000). GST-JMJD2C(1-420) H3K9me3 demethylation, DELFIA europium. inhibition, % at 2.35 µM;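 active = more than half of a compound's replicate wells show inhibition beyond 50%, single wells judged on their own value; inconclusive = some, but no more than half, of replicates pass 50% inhibition; inactive = no replicate passes 50% inhibition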;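 also: signal counts dimethyl H3K9 product captured on neutravidin plate; 0% = median of DMSO wells and 100% = 0.3 times that DMSO median; strong numbers were not always called active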
Yeast superoxide = caloric restriction mimetics inhibiting age-related superoxide in yeast; S. cerevisiae aged cells, superoxide DHE fluorescence; active compounds read low; superoxide response (% of plate mean), % at 10 µM; actives 0.18% (n = 330,000); AID 2690;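 active = superoxide response under a set limit, about three screen SD below normal, cut at about 65% in these data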;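 also: yeast aged for seven days with compound at 30 °C before DHE staining; 100% = average MFI of all compound-treated wells on the plate with controls excluded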
TPT1 inh = C. albicans TPT1 enzyme inhibition | actives 0.81% (n = 300,000) | inhibition, % at 5 µM | AID 1962 | recombinant caTPT1, FP RNA substrate dephosphorylation;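 active = inhibition above the mean of all tested compounds plus 3 SD, set per screening campaign, cut at about 24% in these data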;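 also: plate controls were DMSO alone for no effect and ferristatin control at 100 nM for full effect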
core dimer inh = blocks dimerization of HCV core protein; TR-FRET GST/Flag-core106 dimerization, 1536-well; inhibition, % at 5 µM; actives 0.33% (n = 300,000);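 active = inhibition above the mean of all tested compounds plus 3 SD, set per screening campaign, cut at about 45% in these data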
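System: GST/Flag-tagged HCV core106 proteins. Incubation: compound-protein-antibody incubation 4 h at 22.5 °C. Technique: HTRF with 340 nm excitation, 617/671 nm emission. Medium: KF-containing HEPES buffer, pH 7.45, DTT, CHAPS, BSA. Read-out: inhibition (%) from 671 over 617 nm ratio. Also added: Eu(K)-anti-GST 90 ng/mL plus XL665-anti-Flag 1 µg/mL.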
PP5 inh = inhibitors of human protein phosphatase 5 (PP5) | P53041 | purified PP5c, OMFP substrate fluorescence | inhibition, % at 6.7 µM | actives 0.18% (n = 320,000);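 active = inhibition above the campaign's mean inhibition across all tested compounds plus 3 SD, cut at about 9.5% in these data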;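 also: 0% = DMSO only and 100% = 100 µM cantharidin control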
Target sequence (P53041 whole entry, looked up): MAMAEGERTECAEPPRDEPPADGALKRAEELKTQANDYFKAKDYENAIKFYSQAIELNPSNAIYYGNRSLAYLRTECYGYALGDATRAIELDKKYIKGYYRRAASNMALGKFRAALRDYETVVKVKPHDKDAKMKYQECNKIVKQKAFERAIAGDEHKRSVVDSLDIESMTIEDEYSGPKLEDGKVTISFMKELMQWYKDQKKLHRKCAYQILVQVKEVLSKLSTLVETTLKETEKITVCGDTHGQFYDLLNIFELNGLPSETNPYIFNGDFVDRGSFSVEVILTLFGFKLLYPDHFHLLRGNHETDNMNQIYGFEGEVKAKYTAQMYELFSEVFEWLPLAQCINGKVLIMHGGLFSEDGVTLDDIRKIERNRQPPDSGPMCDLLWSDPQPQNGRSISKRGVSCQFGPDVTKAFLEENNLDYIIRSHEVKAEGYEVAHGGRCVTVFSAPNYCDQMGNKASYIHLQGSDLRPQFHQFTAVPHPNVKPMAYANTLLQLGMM
ZTA DNA inh = blocks Epstein-Barr virus ZTA, an EBNA-1 counter-screen; inhibition, % at 11 µM; ZTA-DNA binding, fluorescence polarization; P03206; actives 0.15% (n = 320,000); in the data active = inhibition above about 33%
Starred values were filed as active, the others as inactive; i = inactive; ? = inconclusive; / = not tested or not shown.

Structure,TPT1 inh,EBNA-1 inh,core dimer inh,GASC-1 inh,PP5 inh,ZTA DNA inh,CTSL1 counter,Yeast superoxide,PP1 counter
Nc1nnnn1/N=C/C(Br)=C/c1ccccc1,-2,1,9,-4,0.6,-4,-2,93,-11
O=C(COc1ccc(F)cc1Br)N1CCN(c2ncccn2)CC1,1,2,-2,-6,-1.2,1,-3,105,-3
CCOC(=O)N1CCN(C(=S)NC(=O)C2CCCC2)CC1,-3,1,0,12,-0.9,19,-1,104,3
O=C(NCc1ccco1)Oc1ccccc1,-2,1,-3,25,1.1,0,1,90,-5
Cc1ccc(/C=C2\Oc3cc(OC(=O)N4CCOCC4)ccc3C2=O)cc1,2,6,-1,-4,3.5,-13,3,84,0
Cc1ccc(NC(=O)c2ccccc2SCC(=O)N2CCCC2)cc1S(=O)(=O)N(C)C,-1,6,4,1,1.9,0,-3,95,1
CC(c1ccccc1)C1OCC(C[N+]2(C)CCCCC2)O1 (stereo not drawn),-2,-3,-2,-4,-2.1,-2,-4,102,-4
COC(CNC(=O)c1ccc2c3c(onc13)-c1ccccc1C2=O)OC,-18,-2,0,9,2.8,12,16,128,1
NC(=O)CNc1n[nH]c(=S)[nH]c1=O,0,-2,0,7,0.8,1,-2,98,-1
CC(C)COP(=O)(OCC(C)C)C(O)c1ccc(F)cc1 (stereo not drawn),6,1,-2,1,-0.6,16,0,116,3
Nn1c(SCC(=O)Nc2ccc(N3CCOCC3)cc2)nnc1-c1cccc(F)c1,/,/,/,11,-1.8,-2,/,109,-1
CCc1ccc2c(c1)[C@]1(C(=O)N2)[C@@H]2C(=O)N(Cc3ccccc3)C(=O)[C@@H]2[C@@H]2CCCN21,1,-2,4,i,1.0,5,2,107,3
CCCn1c(O)c2ccc(C(=O)N=NC(=O)c3cccnc3)cc2c1O,-1,6,-3,-4,-1.9,-1,3,105,-8
CCC(=O)N1CCN(c2nc3ccc(Br)cc3s2)CC1,-1,3,-1,12,-0.7,-3,2,100,-1
COC(=O)C1=C(C(=O)OC)[C@@H]2N(Cc3ccccc3)c3ccccc3[C@@]23C[C@@H](C(=O)OC)N(C(C)=O)C3=N1,-5,6,3,2,2.8,4,0,92,-1
O=C(Nc1cccc(Cl)c1)Nc1nnc(CSCCOc2ccc(Cl)cc2)s1,-2,12,-5,15,-1.5,1,2,100,3
O=C(Nc1ccc(Nc2ccccc2)cc1)N1CCOCC1,1,3,-12,1,1.2,-5,-2,101,-3
COc1ccc(Cc2nnc(NC(=O)Cn3cnc4c3c(=O)n(C)c(=O)n4C)s2)cc1,-2,5,-5,?,1.0,-20,0,100,-2
CC1CCCCC1NC(=O)COC(=O)c1ccc(S(=O)(=O)NCc2ccco2)cc1 (stereo not drawn),1,0,3,-1,7.3,7,-8,106,1
CCOC(=O)C1CCCN(C(=O)c2ccc([N+](=O)[O-])c(C)c2)C1 (stereo not drawn),-2,-4,-15,-1,2.3,-24,-4,106,0

One compound at a time, as listed above. Order of values: TPT1 inh	EBNA-1 inh	core dimer inh	GASC-1 inh	PP5 inh	ZTA DNA inh	CTSL1 counter	Yeast superoxide	PP1 counter
`CC1CCCCC1NC(=O)COC(=O)c1ccc(S(=O)(=O)NCc2ccco2)cc1` (stereo not drawn) across the screens: 1	0	3	-1	7.3	7	-8	106	1
`O=C(Nc1ccc(Nc2ccccc2)cc1)N1CCOCC1` across the screens: 1	3	-12	1	1.2	-5	-2	101	-3

(next part)
Structure,TPT1 inh,EBNA-1 inh,core dimer inh,GASC-1 inh,PP5 inh,ZTA DNA inh,CTSL1 counter,Yeast superoxide,PP1 counter
O=C(NC1CCCCCCC1)C1CCN(c2nc3ccccc3o2)CC1,2,10,2,-3,2.5,6,-2,84,1
O=C(COc1ccc2c(c1)OCO2)Nc1ccccc1C(F)(F)F,0,0,-6,-6,2.7,6,-2,103,2
CCCCNC(=O)c1ccc(C)c(NC(=O)C2=C(C)OCCS2)c1,-1,-8,3,11,0.1,-3,0,113,-3
CCCOc1cccc(C2/C(=C(/O)c3ccc(OC)cc3)C(=O)C(=O)N2CCN(C)C)c1 (stereo not drawn),4,-10,2,1,-2.4,3,-3,109,6
COc1cc(OC)c(C#N)c(S(=O)(=O)Cc2ccccc2)c1,-4,-7,13,6,3.5,-3,1,100,-2
Cc1cc(NC(=O)c2ccccc2)n(C(C)(C)C)n1,-3,-12,-4,-3,2.8,-6,-2,99,-1
O=C(CN1C(=O)C2C3C=CC(C3)C2C1=O)OCC(=O)c1ccc([N+](=O)[O-])cc1 (stereo not drawn),-3,-5,-2,12,-5.4,-7,-4,104,8
COc1ccc(OC)c(NC(=O)N[C@H](Cc2ccccc2)C(=O)NN)c1,-3,10,-4,10,3.8,5,-1,100,1
O=[N+]([O-])c1cccc(S(=O)(=O)NCCCN2CCOCC2)c1,-1,-3,-6,11,3.6,-1,1,111,-3
CCCC(=O)Nc1nc2ccc(S(=O)(=O)N3CCCCC3)cc2s1,-5,11,5,-14,1.7,1,-3,100,1
COc1ccc(C2C(C(=O)N3CCOCC3)=C(C)NC3=C2C(=O)CC(C)(C)C3)cc1O (stereo not drawn),3,-1,-3,-17,1.4,0,-2,108,-3
COc1ccc(CN2C(=O)c3ccccc3C2=O)cc1,-3,12,0,5,0.3,-9,2,84,1
Cc1ccc(S(=O)(=O)N2CCN(C(=O)C(C)Cn3cncn3)CC2)cc1 (stereo not drawn),-1,3,9,3,3.8,0,-6,102,-1
Cc1cccc(NC(=S)NC2CC3CCCC(C2)N3Cc2cccs2)c1 (stereo not drawn),-5,-10,-4,-14,3.8,-7,2,92,2
CCSC1=C(C#N)C2(CCCC2)C(C#N)=C(N)N1,-3,-1,8,9,3.2,-8,0,121,3
CCOC(=O)c1[nH]cnc1C(=O)Nc1ccccn1,-1,6,-4,5,-0.5,-4,-2,90,-1
CN(C)Cc1cccc([N+](=O)[O-])c1O,4,-5,1,-1,-0.6,7,0,106,0
O=C(Cc1ccccc1[N+](=O)[O-])OCC(=O)c1c[nH]c2ccccc12,-2,-6,0,2,0.6,13,-2,96,-1
CCCCN(C(=O)C1CCN(C(=O)c2ccccc2C)CC1)c1c(N)n(CCCC)c(=O)[nH]c1=O,2,1,-3,-3,1.0,2,-4,110,-2
O=S1(=O)N=C2CCCCCN2C(c2ccc(Cl)cc2)N1 (stereo not drawn),-1,-14,2,-4,-1.7,6,-2,91,-3

(further entries)
Structure,TPT1 inh,EBNA-1 inh,core dimer inh,GASC-1 inh,PP5 inh,ZTA DNA inh,CTSL1 counter,Yeast superoxide,PP1 counter
Nc1cccc2c1C(=O)N(c1ccccc1)C2=O,-24,5,4,14,0.3,-3,5,111,-1
CS(=O)(=O)NCCSCc1c(Cl)cccc1Cl,-1,6,-9,3,2.9,6,3,98,2
CCSc1nnc(NC(=O)CSc2nccn2-c2cccc(C)c2)s1,-4,-1,7,0,4.8,21,-1,91,1
O=C(NC1CC2CCCC(C1)N2Cc1ccccc1)c1cccc(F)c1 (stereo not drawn),-3,3,1,0,-1.7,-15,-3,93,-2
Cc1ccc(C)c(OCC(=O)Nc2nonc2NC(=O)COc2cc(C)ccc2C)c1,3,-1,13,15,4.9,16,-1,147,17*
CN1CC(=O)N(CC(=O)Nc2ccc(SC(F)F)cc2)C1=O,2,4,3,0,0.0,2,1,106,-4
O=C(CSc1nc2ccccc2[nH]1)Nc1nc(-c2ccc(Br)cc2)cs1,0,18,-7,3,5.0,3,7,107,3
CCCN(CCC)CCCNC(=O)c1cc2c(=O)[nH]c3ccccc3c2n1C,-2,3,-4,4,-0.7,-2,0,120,-1
CCN1CCN(C(=O)/C=C/c2ccc(OC)c(OC)c2)CC1,-1,-14,2,-1,1.7,-11,10,97,-2
Cc1nc2ccc(OC(=O)c3ccccc3)cc2s1,-3,6,1,-2,-1.3,10,-3,95,0
CCOc1ccc(N2C(=O)C3C(c4ccccc4)=NN(c4ccccc4)C3C2=O)cc1 (stereo not drawn),0,12,11,14,1.0,23,1,111,0
COc1ccc(C(=O)NC(=S)N2CCN(C)CC2)cc1Br,6,-3,0,6,-5.1,-1,1,97,-5
COc1ccc(NC(=O)c2ccccc2N(Cc2ccccc2)S(C)(=O)=O)cc1,1,-15,-1,9,-3.1,2,-8,114,-3
COc1ccc(C(=O)NCC(c2ccco2)N2CCCC2)cc1S(=O)(=O)N1CCCCC1C (stereo not drawn),/,/,/,-12,0.8,-4,/,106,-1
CCOC(=O)Cc1cc(=O)c2cc(C)ccc2[nH]1,2,-4,13,3,0.6,-13,-1,97,-4
COc1cc(C(=O)N2CCN(C3CCCCC3)CC2)cc(OC)c1OC,1,-2,0,0,3.1,-3,-4,97,3
O=C(CNC(=O)c1ccccc1F)NC1=NCCS1,-1,3,11,3,1.3,4,-1,106,4
CC(=O)Oc1ccc(S(=O)(=O)c2ccc(OC(C)=O)cc2)cc1,-2,5,-4,/,-0.1,-3,-6,113,-2
N#Cc1cnn2cc(-c3ncc(C(F)(F)F)cc3Cl)cnc12,4,12,0,3,-1.5,7,1,109,-2
CCC1(C)CC(c2csc(N)n2)CCO1 (stereo not drawn),1,6,1,4,0.0,4,-2,119,-1

More records:
Structure,TPT1 inh,EBNA-1 inh,core dimer inh,GASC-1 inh,PP5 inh,ZTA DNA inh,CTSL1 counter,Yeast superoxide,PP1 counter
O=C(c1cc(=O)[nH]c2ccccc12)N1CCN(S(=O)(=O)c2ccc3ccccc3c2)CC1,0,1,3,6,-1.2,8,0,103,2
Cc1c(NS(=O)(=O)c2cc([N+](=O)[O-])ccc2Cl)c(=O)n(-c2ccccc2)n1C,0,10,4,5,-1.2,1,-2,116,-4
CN1c2ccsc2/C(=N/Nc2ccccc2)CS1(=O)=O,-3,-7,-25,25,4.0,-16,-3,87,1
CC(C)CNC(=O)C(=O)NNC(=O)c1ccco1,-2,5,2,1,-0.6,-10,1,102,-2

Screening data as filed in PubChem BioAssay.

Random draw from the library. About 3.1% of those tested had a hit in this group.
